# Fibroblast inh: blocks proliferation of human lung fibroblasts; LL 47 human lung fibroblast viability, ATP luminescence; active compounds read low; viability, % at 10 µM; 1.1% of 85,000 active;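 active means viability at or below 50% in the single dose screen; inactive means viability above 50%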;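 further: compound exposure lasted 72 h before the ATP readout; 100% = median luminescence of untreated cell-only wells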
#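 Material: Human LL 47 lung fibroblast cells | Input: 1,150 cells/well | Buffer or medium: IMEM plus 15% FBS | Compound dosing: 0.1% DMSO in all compound wells | Times: Overnight cell rest, 72 h compound treatment at 37 °C | Signal: CellTiter-Glo luminescence measuring cellular ATP | Measure: % viability versus median cells-only luminescence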
# Ecoli WT expand: growth inhibitors of E. coli BW25113 wild type. OD600 absorbance. growth inhibition, % at 100 µM. 0.15% of 98,000 active. AID 710;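 active means growth inhibition above about 50% at one test dose, limit read from the data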;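 further: growth measured after 20 h incubation at 37 °C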
# HUVEC inhibit: inhibitors of human endothelial cell proliferation | HUVEC proliferation, CellTiter-Glo luminescence, 72 h; active compounds read low | viability, % at 10 µM (by protocol) | 1.1% of 86,000 active | AID 648;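 active means viability at or below 30%; inactive means viability above 30%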;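 further: 100% = median luminescence of DMSO-only cell control wells on each plate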
# PostGolgi ctrl: inhibits growth of the yeast control strain. efflux-deficient yeast background strain, growth absorbance A615, 16 h. inhibition, % at 10 µM. 5% of 98,000 active
# PostGolgi yeast: growth inhibition of a yeast mutant, post-Golgi transport screen. post-Golgi transport phenotypic cell assay. inhibition, % at 10 µM. 0.9% of 98,000 active. AID 739;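 further: yeast cells grown in 1536-well plates; yeast grown about 18 h at 30C before absorbance read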
# S1P2 ag: S1P2 (human) receptor agonism; O95136; S1P2-expressing cell line, agonist reporter read-out; activation, % at 4.5 µM; 0.46% of 97,000 active; AID 729; in the data active means activation above about 16%;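 further: 0% = vehicle low control and 100% = maximal reference agonist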
# Target sequence (O95136 whole entry, looked up): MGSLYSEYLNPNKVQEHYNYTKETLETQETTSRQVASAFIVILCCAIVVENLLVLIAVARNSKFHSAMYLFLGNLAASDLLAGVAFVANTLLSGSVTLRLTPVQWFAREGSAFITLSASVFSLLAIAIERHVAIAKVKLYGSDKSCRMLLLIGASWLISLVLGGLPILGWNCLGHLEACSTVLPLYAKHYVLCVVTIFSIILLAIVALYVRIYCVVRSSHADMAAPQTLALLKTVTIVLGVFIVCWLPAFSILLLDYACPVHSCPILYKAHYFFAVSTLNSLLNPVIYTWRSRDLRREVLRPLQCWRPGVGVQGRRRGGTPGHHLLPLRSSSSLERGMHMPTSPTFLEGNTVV
# H69AR inhibit: blocks growth of human H69AR lung tumor cells. 6% of 85,000 active. H69AR lung tumor viability, ATP luminescence, 72 h; active compounds read low. viability, % at 10 µM. AID 598;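 active means viability at or below 40%; inactive means viability above 40%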;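 further: multidrug resistant small cell line overexpressing MRP-1 efflux transporter; 100% = mean luminescence of untreated control wells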
# S1P2 blocker: S1P2 (human) receptor antagonism; O95136; cell-based S1P2 antagonist assay, inhibition at 5 uM; inhibition, % at 5 µM; 0.21% of 97,000 active; in the data active means inhibition above about 45%;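 further: CRE beta-lactamase reporter cells expressing human S1P2 stimulated with S1P; 0% = agonist at EC80 alone and 100% = agonist plus reference antagonist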
# DAT uptake mod: human DAT dopamine uptake with cocaine, either direction. Q01959. LLC-PK1 hDAT cells, [14C]-dopamine uptake with cocaine IC80; actives deviate in either direction. B-score at 10 µM. 1.3% of 110,000 active;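 active means Z score or B-score, a plate-position-corrected score, falls beyond the plate's 99.7% confidence bounds, in either direction; inactive means both scores lie inside the 99.7% bounds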;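 further: scored against the spread of the other compound wells on the same plate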
# Target sequence (Q01959 whole entry, looked up): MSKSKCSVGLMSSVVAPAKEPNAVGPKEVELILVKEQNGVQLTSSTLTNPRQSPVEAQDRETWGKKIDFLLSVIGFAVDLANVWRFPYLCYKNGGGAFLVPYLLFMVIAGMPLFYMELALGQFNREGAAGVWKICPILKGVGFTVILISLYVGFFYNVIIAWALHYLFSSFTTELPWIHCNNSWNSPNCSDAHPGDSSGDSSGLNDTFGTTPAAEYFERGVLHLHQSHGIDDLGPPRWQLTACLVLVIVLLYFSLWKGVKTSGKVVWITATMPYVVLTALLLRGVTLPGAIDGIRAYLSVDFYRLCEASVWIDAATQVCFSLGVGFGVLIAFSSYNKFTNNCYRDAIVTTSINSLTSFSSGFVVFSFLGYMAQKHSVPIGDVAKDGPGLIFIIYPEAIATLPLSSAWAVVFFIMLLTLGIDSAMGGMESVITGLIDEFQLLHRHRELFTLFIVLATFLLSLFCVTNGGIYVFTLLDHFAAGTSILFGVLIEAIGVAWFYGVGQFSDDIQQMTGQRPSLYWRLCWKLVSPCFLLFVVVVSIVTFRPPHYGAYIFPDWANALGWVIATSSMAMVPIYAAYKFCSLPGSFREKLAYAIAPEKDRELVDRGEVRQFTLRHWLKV
# * hit, by the source's call; . = no result given. Unless noted, no stated cut-off is given here; in the data, active means inhibition above about 30%; inactive means the rest. Not a hit list. Share with any hit: about 11%.
SMILES,Fibroblast inh,Ecoli WT expand,HUVEC inhibit,PostGolgi ctrl,PostGolgi yeast,S1P2 ag,H69AR inhibit,S1P2 blocker,DAT uptake mod
N#CCC(=O)N/N=C/c1ccc(Sc2nc3ccccc3s2)o1,.,1,.,16,-1,-6,.,1,0.37
COc1ccc(CN2CCCCC2C(=O)Nc2ccc(OC)c(OC)c2)cc1OC (configuration not stated),96,0,101,10,0,-3,88,6,0.022
CCOC(=O)CSc1nc2c(c(=O)[nH]c(=O)n2C)n1CCCc1ccccc1,91,-15,84,8,-2,-7,94,-4,-0.83
COc1ccc(C(=O)NCCC2=CCCCC2)cc1OC,100,11,96,0,4,-1,100,-6,1.4
COc1ccc(-c2noc(C3CCCN(C(=O)c4cccs4)C3)n2)cc1 (configuration not stated),112,-5,108,14,0,-5,85,14,2
Cc1cccc(N2CCN(C(=O)c3ccc4nc(-c5ccco5)c(-c5ccco5)nc4c3)CC2C)c1 (configuration not stated),87,-12,23*,6,2,-1,54,-20,0.99
C=CCn1c2ccccc2c2nnc(SCC(=O)Nc3cc(C)on3)nc21,103,0,99,-4,-5,5,93,-28,-0.44
CC(=O)Nc1cccc(OCC(=O)NS(=O)(=O)c2ccc(C)cc2)c1,100,-1,99,-3,5,-2,111,11,1
N#Cc1ccc(Oc2nc(Nc3ccc(F)cc3)nc(N3CCCC3)n2)cc1,76,-6,78,4,1,-5,89,-8,0.076
Cc1csc(N(C)C(=O)CSc2nnc(COc3cccc4ccccc34)o2)n1,91,3,89,15,23,-6,81,2,0.47
CCC(C(=O)NC(C)CCc1ccccc1)n1nc(C)n2c(cc3occc32)c1=O (configuration not stated),.,-6,.,8,-4,.,.,.,1.1
CCC(=O)N1Cc2ccccc2-c2ccccc2C1=O,98,5,86,17,0,-2,100,4,-0.84
Cc1c(O)c(CN2CCCC2)cc2c3c(c(=O)oc12)CCC3,96,-1,92,2,-6,2,68,-13,1.2
COc1ccc(-c2cc3ccccc3oc2=O)cc1NC(=O)c1ccc([N+](=O)[O-])o1,.,-4,.,29,4,-3,.,9,-0.46
COC(=O)[C@H](CCSC)NC(=O)Nc1ccc(OC)c(Cl)c1,96,0,93,-6,-3,-5,114,13,-0.2
Cc1cc(NC(=O)CCC(=O)N(c2cccnc2)C(C(=O)NC2CCCC2)c2ccccc2F)no1 (configuration not stated),103,3,93,-2,16,-3,97,-1,0.23
O=C(Nc1ccncc1)C1CCCN(S(=O)(=O)c2cccc3cccnc23)C1 (configuration not stated),57,10,67,5,-11,-3,24*,3,-0.0093
O=C(OCC(=O)N1CCN(C(=O)c2ccco2)CC1)c1ccccc1OCc1ccccc1,98,-5,108,-2,-1,-3,72,1,1.1
Cc1cc(C)n(-c2nnc(C)n2/N=C/c2ccccc2OCc2ccccc2Cl)n1,77,10,61,25,-5,-3,16*,0,2.8
C=CCSc1nc2c(c(=N)n1CC=C)C1CCCC1S2 (configuration not stated),97,6,108,1,6,-3,63,-5,0.3
CCCc1cc(NCCCCO)n2c(nc3ccccc32)c1C#N,94,1,84,2,35*,4,57,-19,-0.002
O=C1CC(C2CCCO2)C(=O)N1Cc1ccccc1 (configuration not stated),93,1,89,-4,-8,-1,84,-4,-0.74
NC(=O)[C@H](Cc1cc2ccccc2s1)NC(=O)[C@@H]1CC2(CC(c3cccc(NC(=O)[C@@H]4CCC(=O)N4)c3)=NO2)CN1C(=O)c1ccccc1 (some centres not stated),.,5,.,-7,-4,-10,.,16,0.98
COc1cccc(C(c2sc3nc(C)nn3c2O)N2CCN(C(=O)c3ccco3)CC2)c1 (configuration not stated),99,5,102,5,11,.,97,.,-0.13
COc1cc2nc(CC(C)C)n(NC(=O)c3ccccc3)c(=O)c2cc1OC,110,8,97,6,-8,.,93,.,-0.072
CCOC(=O)COc1c(OC)cc(Cl)cc1C1NC(=O)NC(C)=C1C(C)=O (configuration not stated),97,5,95,2,-2,-6,98,-2,-0.1
CCOCCCn1c(=N)c(C(=O)Nc2cc(C)on2)cc2c(=O)n3ccccc3nc21,105,.,100,.,.,1,81,-22,.
Cn1c(=O)c2c(nc(NC3CCCCC3)n2Cc2ccccc2)n(C)c1=O,92,-1,101,21,-9,-5,91,15,1.4
CCC(c1nnnn1CCC(C)C)N1CCC(C(N)=O)CC1 (configuration not stated),98,0,89,7,1,-2,96,-1,0.37
O=C(OCn1nnc2ccccc2c1=O)c1ccc(S(=O)(=O)N2CCOCC2)cc1,92,2,102,14,5,-3,96,-7,0.076
COc1ccc(C(C(=O)NC(C)(C)C)N(C(=O)CNC(=O)c2cccs2)c2ccc(C)cc2)cc1OC (configuration not stated),.,10,.,-1,-1,-2,.,0,0.82
Cn1c(=O)[nH]c(=O)c2c1nc(NCCCO)n2Cc1ccc(F)cc1,102,1,91,-2,-4,-5,84,4,-0.38
Cc1ccc(-c2nn(C)c(=O)c3ccccc23)cc1CO,.,5,.,7,-4,.,.,.,2.1
O=C(NC(Nc1nc2ccc([N+](=O)[O-])cc2s1)(C(F)(F)F)C(F)(F)F)c1ccccc1,.,50*,.,90*,102*,-11,.,97*,-6.2*
Cc1cc(C(F)(F)F)nn1CC(=O)NNC(=S)Nc1ccc(F)cc1,.,0,.,5,2,-3,.,14,-0.11
Cc1cccc(OCC(=O)N(Cc2cccs2)C2CCS(=O)(=O)C2)c1C (configuration not stated),100,0,101,10,0,-1,90,-4,1
CSc1cccc(NS(=O)(=O)c2ccccc2)c1,.,10,.,2,0,-5,.,-9,-0.23
COc1cc(C(=O)N2CCN(S(=O)(=O)c3ccc(F)cc3)CC2)cc(OC)c1OC,100,3,88,-4,2,-1,96,-18,0.074
CCOC(=O)c1ccc(NC(=O)COc2ccc(S(=O)(=O)NC(C)C)cc2)cc1,97,-5,69,-6,-7,-4,99,-18,-0.029
CC(=O)c1c(C)nc2ccccc2c1N,88,3,88,1,6,-2,57,-16,-0.22
COC(=O)C1=C(O)/C(=C\c2ccc(O)c(OC)c2)N=C1C,109,-3,101,12,-8,-4,95,22,-0.8
O=C(Cn1cccc1C(=O)c1ccccc1)NCCN1CCOCC1,99,-3,96,-2,-1,-5,96,9,-0.62
COc1ccc(COc2ccsc2C(=O)Nc2ccc(Cl)cc2)cc1,.,-13,.,14,15,0,.,-7,-0.72
CCC1CCCCN1C(=O)CSc1nc2c([nH]c3ccccc32)c(=O)n1C (configuration not stated),105,.,85,.,.,-4,34*,-15,-0.73
O=C(COc1ccc(S(=O)(=O)N2CCCCC2)cc1)NCc1cccnc1,105,2,95,-3,-13,-4,89,18,-0.025
CCn1c(SCC(=O)Nc2nc3c(s2)CCCC3)nnc1-c1ccccc1,106,9,106,0,-3,-5,88,23,3.7*
O=C(Nc1nc2ccccc2s1)c1cc2c(s1)-c1ccccc1OC2,30*,-4,45,-7,-10,40*,18*,-45,-0.037
Cc1ccc2nnc(Cl)n2n1,99,-1,96,-2,-4,-8,.,-7,.
Cc1ccccc1Oc1ncccc1C(=O)/C(C#N)=C/N(C)C,.,-6,.,2,-1,-2,.,6,-0.12
CCCn1c(SCc2cc(=O)oc3ccc4ccccc4c23)n[nH]c1=O,96,5,103,-3,30*,.,89,.,-0.32
O=C(NC1CCCc2ccccc21)c1cccc(S(=O)(=O)N2CCN(c3ccccc3)CC2)c1 (configuration not stated),.,-14,.,9,10,-9,.,3,0.18
N#CC1C(C#N)N2CCCN2C1c1ccc(Cl)cc1 (configuration not stated),91,.,100,.,.,-10,82,17,0.8
CCCCN1C(=O)c2ccc(C(=O)Nc3c(N)n(CCCC)c(=O)n(C)c3=O)cc2C1=O,99,-8,99,7,-9,.,87,.,-0.61
O=C(CCc1nc(-c2ccccc2F)no1)NC1CCCCCC1,96,-5,104,-2,-7,-3,92,-21,-0.3
COc1ccc(NC(=S)NCc2ccco2)c(OC)c1,99,5,114,-1,-2,-3,99,3,-0.61
O=C(CCCN1C(=O)c2ccccc2C1=O)N1CCc2ccccc2C1,95,-3,97,10,6,-3,85,10,0.79
CCOc1ccc(N2CC(C(=O)OCC(=O)NCc3ccccc3)CC2=O)cc1 (configuration not stated),.,-3,.,15,-1,0,.,25,-0.1
COc1ccc2c(c1)c1ncn(CCCN3CCOCC3)c(=O)c1n2C,89,-3,91,4,4,3,93,-31,0.65
COc1cc(OC)cc(C(=O)OCn2nnc3ccccc3c2=O)c1,104,2,110,8,-1,.,98,.,-0.9
Cc1ccc(C(=O)CN(C(=O)c2ccc(Cl)cc2)N2C(=O)c3ccccc3C2=O)cc1,.,-9,.,9,-8,-5,.,15,-0.42

# Next section
SMILES,Fibroblast inh,Ecoli WT expand,HUVEC inhibit,PostGolgi ctrl,PostGolgi yeast,S1P2 ag,H69AR inhibit,S1P2 blocker,DAT uptake mod
CCS(=O)(=O)NCCc1cc2c(OC)ccc(OC)c2[nH]c1=O,96,-10,96,-2,-5,-7,91,-13,0.1
O=C(CCCn1c(SCC(=O)c2ccc(O)c(O)c2)nc2ccccc2c1=O)NCC1CCCO1 (configuration not stated),64,-3,68,0,-2,-2,73,6,-0.023
Cc1nc(NC(=O)c2cccnc2)ccc1Br,98,7,92,14,4,-7,98,-17,-0.0051
Cc1ccc2cc(CCNC(=O)c3c(-c4ccccc4Cl)noc3C)c(=O)[nH]c2c1,102,-3,90,9,2,-4,86,9,-0.98
CC(=O)c1ccc(-n2nncc2C)cc1,94,-2,97,6,3,-3,67,10,-0.63
CCOC(=O)C1=C(C)NC(C)=C(C(=O)OCC)C1C(=O)OCC(=O)c1ccc2c(c1)OCCO2,94,-12,79,6,-3,-5,88,14,1.4
Cn1c(=O)cc(OCC(=O)N2CCN(c3cccc(C(F)(F)F)c3)CC2)c2ccccc21,102,.,92,.,.,-2,81,8,-0.9
Cc1csc2nc(CCNS(=O)(=O)c3ccc4c(c3)OCCO4)cn12,105,6,85,0,-3,-8,89,-6,-0.0056
O=C(NCCn1ccc2ccccc21)c1ccc2c(c1)OCO2,105,0,95,3,4,.,97,.,-0.61
CCCCCCC(=O)c1c(C)[nH]c(C(=O)OCC)c1C,87,-3,78,17,-8,-5,91,7,-1.1
CCOc1ccc(C2C(C(=O)c3ccco3)=C(O)C(=O)N2Cc2cccnc2)cc1 (configuration not stated),100,-3,101,1,-1,-4,101,6,-0.89
O=C(CCSc1ccc(Cl)cc1)c1cccs1,.,-2,.,0,-10,-4,.,7,-0.2
O=C1CC(=C2c3ccccc3-c3ccccc32)C(=O)N1CCN1CCN(c2ccccc2)CC1,94,.,101,.,.,-2,98,-14,-0.22
COc1cccc(C(=O)Nc2cc(NC(=O)c3ccco3)ccc2OC)c1,100,1,87,4,-4,-2,73,1,2.6
CCOC(=O)CSc1nnc(CNc2nc(-c3ccccc3)cs2)n1C,91,11,82,-4,10,0,89,9,0.25
COc1ccc(CCNC(=O)C2CC(c3ccc([N+](=O)[O-])cc3)=NO2)cc1 (configuration not stated),.,4,.,6,4,-2,.,-5,0.081
C=CCc1c(C)nc(SC)nc1Nc1ccc(C(C)=O)cc1,97,-11,80,31*,6,-12,49,-15,1.3

# Sorted by value in DAT uptake mod (descending): 3 of the compounds above
SMILES,DAT uptake mod
CCC(C(=O)NC(C)CCc1ccccc1)n1nc(C)n2c(cc3occc32)c1=O (configuration not stated),1.1
O=C(CCCN1C(=O)c2ccccc2C1=O)N1CCc2ccccc2C1,0.79
COc1ccc(CCNC(=O)C2CC(c3ccc([N+](=O)[O-])cc3)=NO2)cc1 (configuration not stated),0.081

# Source: PubChem
